OX1R antag-1: OX1R (HCRTR1) antagonists, primary screen, fluorescence, CHO/OX1R cells, Fluo-8 calcium, orexin A | Orexin/Hypocretin receptor type 1 (Homo sapiens), O43613 | Fluo-8 calcium fluorescence | inhibition, % at 5 µM | 330,000 compounds, 0.43% hits | AID 434989, 2010;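 active = inhibition above its plate's threshold, mean inhibition of all tested compounds on the plate plus 3 SD, cut at about 37% in these data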;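 also: 0% = orexin A challenge wells and 100% = SB-334867-A antagonist wells; not every result past the cut was called active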
Target sequence (O43613 whole entry, looked up): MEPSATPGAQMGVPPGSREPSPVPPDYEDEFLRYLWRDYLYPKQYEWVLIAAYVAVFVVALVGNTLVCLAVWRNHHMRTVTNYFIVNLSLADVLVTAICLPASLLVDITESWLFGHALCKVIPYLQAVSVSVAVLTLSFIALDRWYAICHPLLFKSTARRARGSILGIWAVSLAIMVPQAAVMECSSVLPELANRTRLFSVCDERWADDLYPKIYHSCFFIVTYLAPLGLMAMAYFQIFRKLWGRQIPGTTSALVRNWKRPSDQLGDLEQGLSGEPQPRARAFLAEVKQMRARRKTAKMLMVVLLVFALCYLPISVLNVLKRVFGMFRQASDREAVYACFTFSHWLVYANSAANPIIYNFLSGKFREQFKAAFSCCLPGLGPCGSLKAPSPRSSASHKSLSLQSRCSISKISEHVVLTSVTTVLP
OX1R antag-2: antagonists of human orexin 1 receptor (OX1R) | OX1R-expressing cells, FRET antagonist read-out | AID 485270, 2010 | Orexin/Hypocretin receptor type 1 (Homo sapiens), O43613 | inhibition, % at 6.6 µM | 330,000 compounds, 1.8% hits; in the data active = inhibition mostly above about 38%, no sharp cut-off; inactive = mostly below about 40%;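 also: 0% = agonist challenge alone and 100% = reference antagonist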
The depositor's hits bear a star.

Start of the data: the first 3 compounds as a preview:
What do the screens show for `O=C1CCCC/C1=C\Nc1ccc(S(=O)(=O)Nc2cnc3ccccc3n2)cc1`?
OX1R antag-1: -16; OX1R antag-2: 12

How did COc1cccc(C2CC(c3c(-c4ccccc4)c4cc(Cl)ccc4[nH]c3=O)=NN2S(C)(=O)=O)c1OC (centres undefined) do in these assays?
OX1R antag-1: -33; OX1R antag-2: 19

What do the screens show for `CC(C)(C)NC(=O)C[C@H]1C[C@H](C(=O)N2CCOCC2)[C@@]2(C)c3[nH]c4cc(-c5ccco5)ccc4c3CCN2C1=O`?
OX1R antag-1: -23; OX1R antag-2: 4

This part in full (from the top)
What do the screens show for `O=C1CCCC/C1=C\Nc1ccc(S(=O)(=O)Nc2cnc3ccccc3n2)cc1`?
OX1R antag-1: -16; OX1R antag-2: 12

How did COc1cccc(C2CC(c3c(-c4ccccc4)c4cc(Cl)ccc4[nH]c3=O)=NN2S(C)(=O)=O)c1OC (centres undefined) do in these assays?
OX1R antag-1: -33; OX1R antag-2: 19

What do the screens show for `CC(C)(C)NC(=O)C[C@H]1C[C@H](C(=O)N2CCOCC2)[C@@]2(C)c3[nH]c4cc(-c5ccco5)ccc4c3CCN2C1=O`?
OX1R antag-1: -23; OX1R antag-2: 4

How did O=C(O)C1CCN(S(=O)(=O)N2CCOCC2)CC1 do in these assays?
OX1R antag-1: -25; OX1R antag-2: 10

Results for COc1ccc2[nH]cc(CCNC(=O)c3ccc4ccccc4n3)c2c1 ?
OX1R antag-1: -7; OX1R antag-2: 24

How did Cc1ccc(C)c(Cn2c(CN(C)Cc3ccccc3)nc3c2c(=O)n(C)c(=O)n3C)c1 do in these assays?
OX1R antag-1: -50; OX1R antag-2: -6

What do the screens show for `Cc1cc(C)cc(N2C(=O)CSC2c2ccccn2)c1` (centres undefined)?
OX1R antag-1: -5; OX1R antag-2: 7

Results for Oc1cccc2ccc(/C=C/c3cccs3)nc12 ?
OX1R antag-1: 11; OX1R antag-2: 35

Results for CO/N=C\CC(=O)Nc1ccc(Cl)cc1Cl ?
OX1R antag-1: -43; OX1R antag-2: 9

How did O=C(CCCC(=O)n1cnc2ccccc21)n1cnc2ccccc21 do in these assays?
OX1R antag-1: 1; OX1R antag-2: 14

What do the screens show for `Cc1c(Cl)cccc1NC(=S)NCc1ccccc1Cl`?
OX1R antag-1: -7; OX1R antag-2: 1

How did O=C(COc1ccccc1Cl)Nc1ccc(Cl)cn1 do in these assays?
OX1R antag-1: -12; OX1R antag-2: 22

How did CCc1ccc(C(C)(O)C(CN2CCOCC2)c2ccccc2)cc1 (centres undefined) do in these assays?
OX1R antag-1: 12; OX1R antag-2: -1

How did Cc1cccc(N2C(=O)c3cccc(Oc4ccc(Cl)cc4)c3C2=O)c1 do in these assays?
OX1R antag-1: -16; OX1R antag-2: 4

How did CC1(C)CC(=O)CC2(C1)NCC(c1ccccc1Cl)c1c2[nH]c2ccccc12 (centres undefined) do in these assays?
OX1R antag-1: -7; OX1R antag-2: 16

Results for Cc1ccc(C)c(Cn2c(=O)n(CCC(=O)NCc3ccco3)c(=O)c3sccc32)c1 ?
OX1R antag-1: -3; OX1R antag-2: 3

How did COc1ccc(CNC(=O)C23CC4CC(CC(Br)(C4)C2)C3)cc1 do in these assays?
OX1R antag-1: -31; OX1R antag-2: -3

What do the screens show for `O=C1N[C@@H](Cc2cn(S(=O)(=O)c3ccc(F)cc3)c3ccccc23)C(=O)N[C@H]1Cc1ccccc1`?
OX1R antag-1: -11; OX1R antag-2: 31

How did Nc1ncnc2c1ncn2[C@H]1C[C@H](O)[C@@H](CO)O1 do in these assays?
OX1R antag-1: -12; OX1R antag-2: 17

How did O=C(O)CC1(CC(=O)NCc2ccc(Cl)cc2)CCCCC1 do in these assays?
OX1R antag-1: -20; OX1R antag-2: -11

What do the screens show for `COc1ccc(Cl)cc1NC(=O)c1cccc(N2C(=O)C3CC=CCC3C2=O)c1` (centres undefined)?
OX1R antag-1: -14; OX1R antag-2: 2

Results for CC(=O)c1ccc(NC(=O)Cn2c(=O)oc3ccccc32)cc1 ?
OX1R antag-1: -8; OX1R antag-2: -7

What do the screens show for `Cc1cc(OCC(=O)O)c2cccc(C)c2n1`?
OX1R antag-1: -20; OX1R antag-2: 4

What do the screens show for `CCOC(=O)C(C)Sc1nc(N2CCOCC2)c2c(c1C#N)CC(C)(C)OC2` (centres undefined)?
OX1R antag-1: -32; OX1R antag-2: 11

Results for COc1ccc(NC(=S)NC2CCCCC2)c(OC)c1 ?
OX1R antag-1: -5; OX1R antag-2: 16

Results for Cc1sc(NC(=O)Cc2ccc3c(c2)OCO3)nc1-c1ccc2c(c1)CCN2C(=O)c1cccc(F)c1 ?
OX1R antag-1: 2; OX1R antag-2: 22

What do the screens show for `COc1ccc(OC)c(-c2nc(C(N)=O)c3[nH]c(=O)n(-c4ccc(F)cc4)c3n2)c1`?
OX1R antag-1: -13; OX1R antag-2: 7

Results for Cc1nnc(NC(=O)C2CCN(S(=O)(=O)c3ccc(F)c(F)c3)CC2)o1 ?
OX1R antag-1: 6; OX1R antag-2: -2

Results for COc1cc(NC(=O)Cn2ccsc2=N)cc(OC)c1 ?
OX1R antag-1: -7; OX1R antag-2: 7

What do the screens show for `COCCCNC(=O)c1ccc(C(=O)NCCCOC)cc1`?
OX1R antag-1: 14; OX1R antag-2: 9

Results for COc1cccc([C@@H]2Oc3ccc(Br)cc3C(=O)[C@H]2OC(=O)NC2CCCC2)c1 ?
OX1R antag-1: -38; OX1R antag-2: 34

Results for CC1(C)c2[nH]c3ccccc3c2C[C@H]2C(=O)N(Cc3cccc(F)c3)C(=O)N21 ?
OX1R antag-1: -22; OX1R antag-2: 11

How did Cc1ccc(C2(c3noc(CN(C)Cc4cnn(C)c4)n3)CCCC2)cc1 do in these assays?
OX1R antag-1: -31; OX1R antag-2: 15

Results for C=CCNC(=S)N1CCN(c2ccc([N+](=O)[O-])cc2)CC1 ?
OX1R antag-1: -3; OX1R antag-2: 32

What do the screens show for `CCC(C)(C)C1CCc2[nH]nc(C(=O)NN)c2C1` (centres undefined)?
OX1R antag-1: -32; OX1R antag-2: 5

What do the screens show for `Cc1ccc(/C(O)=C2/C(=O)C(=O)N(CCN3CCOCC3)C2c2cccnc2)cc1` (centres undefined)?
OX1R antag-1: -12; OX1R antag-2: 10

How did CCOC(=O)C1CCN(Cc2cc(=O)oc3c(C)c(C)ccc23)CC1 do in these assays?
OX1R antag-1: -21; OX1R antag-2: 3

What do the screens show for `O=S(=O)(NCC1(N2CCOCC2)CCCCC1)c1ccc(F)cc1`?
OX1R antag-1: -35; OX1R antag-2: 3

How did COc1ccc(/C=C/C(=O)c2cc3c(cc2N)OCO3)cc1 do in these assays?
OX1R antag-1: 0; OX1R antag-2: 49

What do the screens show for `O=C(CCCc1ccccc1)Nc1ccnn1C1CCN(Cc2ccccc2)CC1`?
OX1R antag-1: -29; OX1R antag-2: 10

Results for CCOC(=O)c1nnn(-c2nonc2N)c1-c1ccc(OCC)cc1 ?
OX1R antag-1: -17; OX1R antag-2: 18

Results for CCOc1ccc(N2C(=O)CC(N3CCOCC3)C2=O)cc1 (centres undefined) ?
OX1R antag-1: -7; OX1R antag-2: 8

What do the screens show for `Cc1nn(C(C)C(=O)NCCCc2ccccc2)c(=O)c2cc3occc3n12` (centres undefined)?
OX1R antag-1: -35; OX1R antag-2: 5

What do the screens show for `O=C(OCc1cc(=O)n2cc(Br)ccc2n1)c1ccc(Cl)c(S(=O)(=O)NCc2ccccc2)c1`?
OX1R antag-1: -37; OX1R antag-2: 14

How did Cc1ccc(C(=O)NC(C)C2CC3CCC2C3)c(C)c1 (centres undefined) do in these assays?
OX1R antag-1: -19; OX1R antag-2: 13

What do the screens show for `Cc1cccc(OCCC(=O)OCC(=O)Nc2c(C)nn(-c3ccccc3)c2C)c1`?
OX1R antag-1: -39; OX1R antag-2: 11

What do the screens show for `O=C(Oc1ccc(N(Cc2cccs2)C2=NS(=O)(=O)c3ccccc32)cc1)c1ccc(Cl)cc1`?
OX1R antag-1: 0; OX1R antag-2: 7

How did Cc1cc(C)n(-c2ccc(C(=O)Nc3cccc([N+](=O)[O-])c3)cc2)n1 do in these assays?
OX1R antag-1: -7; OX1R antag-2: 11

Results for Cc1csc(NC(=O)C2CC(=O)N(Cc3ccco3)C2)n1 (centres undefined) ?
OX1R antag-1: -12; OX1R antag-2: 17

What do the screens show for `CC(OC(=O)CNC(=O)C1CCCCC1)C(=O)NCc1ccccc1` (centres undefined)?
OX1R antag-1: -6; OX1R antag-2: 12

What do the screens show for `Cc1cc(=O)c2cccc(Br)c2[nH]1`?
OX1R antag-1: -8; OX1R antag-2: 3

Results for Cc1ccc(NC2CC(=O)N(c3cccc([N+](=O)[O-])c3)C2=O)cc1 (centres undefined) ?
OX1R antag-1: -16; OX1R antag-2: 22

Results for CCOC(=O)C(=CNc1ccc(S(N)(=O)=O)cc1)C(=O)OCC ?
OX1R antag-1: -19; OX1R antag-2: 2

Results for C/C(=N\NC(=O)Cn1c(-c2ccccn2)nc2ccccc21)c1ccccc1 ?
OX1R antag-1: -27; OX1R antag-2: 10

Results for O=C(COC(=O)C1=COCCO1)Nc1cc(Cl)c(Cl)cc1Cl ?
OX1R antag-1: -14; OX1R antag-2: 4

How did Cc1ccc2ccccc2[n+]1CCCS(=O)(=O)[O-] do in these assays?
OX1R antag-1: -5; OX1R antag-2: 8

How did O=C(C1=C(O)C(=O)N(CCN2CCOCC2)C1c1ccc(F)cc1)c1cc2ccccc2o1 (centres undefined) do in these assays?
OX1R antag-1: -17; OX1R antag-2: 17

Results for CC(=O)Nc1ccc(N(C)S(C)(=O)=O)cc1 ?
OX1R antag-1: 2; OX1R antag-2: 7

What do the screens show for `COc1cc(CNCc2cccnc2)ccc1OCC(=O)NC(C)(C)C`?
OX1R antag-1: -24; OX1R antag-2: 6

Results for COc1cccc(NC(=O)CNC(=O)Cn2cnc3sc(C)c(C)c3c2=O)c1 ?
OX1R antag-1: -20; OX1R antag-2: 9

How did CN(C)S(=O)(=O)N1CCC(c2ccc(F)cc2)C(COc2ccc3c(c2)OCO3)C1 (centres undefined) do in these assays?
OX1R antag-1: 3; OX1R antag-2: 18

What do the screens show for `COCCn1c(SCc2nc3scc(-c4ccc(Cl)cc4)c3c(=O)[nH]2)nnc1-c1cccc(C)c1`?
OX1R antag-1: -48; OX1R antag-2: 17

How did O=C(NCCc1nc2ccccc2[nH]1)/C(=C/c1ccco1)NC(=O)c1ccc(Br)cc1 do in these assays?
OX1R antag-1: -33; OX1R antag-2: 15

What do the screens show for `C#CCOCCOCCOCCNc1nc(N2CCN(C(=O)CCCCCCCCCCNC(=O)[C@H](CCCCN)n3cc(CCO)nn3)CC2)nc(N2CCN(C(=O)CCCCCCCCCCNC(=O)[C@H](CCCCN)n3cc(CCCC(=O)O)nn3)CC2)n1`?
OX1R antag-1: -8; OX1R antag-2: 0

Results for CC(=O)Nc1cnc(NC(=O)c2cccc(F)c2)cc1C ?
OX1R antag-1: -13; OX1R antag-2: 3

Results for COc1ccc(C(=O)CNc2cccc(F)c2)cc1 ?
OX1R antag-1: -29; OX1R antag-2: 2

What do the screens show for `O=C(CCN1C(=O)/C(=C/c2ccccc2)SC1=S)NNC(=O)c1ccncc1`?
OX1R antag-1: 18; OX1R antag-2: 17

Results for CCn1c(SCC(=O)NCc2ccco2)nc2c(c1=O)SC(C)C2 (centres undefined) ?
OX1R antag-1: -13; OX1R antag-2: 6

Results for CC(=O)c1ccc(OCc2cc(C(=O)N(C)CCN3CCOCC3)no2)cc1 ?
OX1R antag-1: -3; OX1R antag-2: 7

Results for COc1cccc(-n2cc(CN(C)Cc3nc(Cc4ccccc4)no3)cn2)c1 ?
OX1R antag-1: -27; OX1R antag-2: 11

Results for O=[N+]([O-])c1cc(Cl)cc(/C=N\Nc2ccccn2)c1O ?
OX1R antag-1: -11; OX1R antag-2: 66

Results for CCCc1nc2c(=O)n(C)c(=O)[nH]c2n1C ?
OX1R antag-1: 11; OX1R antag-2: 3

How did Cc1ccc(CN(C)C(=O)CC2C(=O)NCCN2CC2CCCCC2)cc1 (centres undefined) do in these assays?
OX1R antag-1: -17; OX1R antag-2: 13

Results for C/C(=N/NC(=O)CNC(=O)C1COc2ccccc2O1)c1cccc(O)c1 (centres undefined) ?
OX1R antag-1: -19; OX1R antag-2: 9

Results for Cc1ncc(CN2CCCC(C(=O)Nc3ccc(-c4cccc(F)c4)cc3)C2)n1C (centres undefined) ?
OX1R antag-1: -16; OX1R antag-2: 16

Next section, overlapping the part above by 2 compounds.
Results for C/C(=N/NC(=O)CNC(=O)C1COc2ccccc2O1)c1cccc(O)c1 (centres undefined) ?
OX1R antag-1: -19; OX1R antag-2: 9

Results for Cc1ncc(CN2CCCC(C(=O)Nc3ccc(-c4cccc(F)c4)cc3)C2)n1C (centres undefined) ?
OX1R antag-1: -16; OX1R antag-2: 16

What do the screens show for `Cc1ccc(OCc2cc(C(=O)N3CCC(C(O)C(C)C)CC3)no2)cc1C` (centres undefined)?
OX1R antag-1: -3; OX1R antag-2: 13

Results for COc1ccc(OCC(=O)OC2CCN(C)CC2)cc1 ?
OX1R antag-1: -6; OX1R antag-2: 22

Results for O=C1CCN(CCc2ccccc2)CCN1[C@H](CSc1ccc(Br)cc1)c1ccccc1 ?
OX1R antag-1: -30; OX1R antag-2: 39

How did S=C1NNC2(NN1)C1CC3CC(C1)CC2C3 do in these assays?
OX1R antag-1: -12; OX1R antag-2: 38

How did CC(c1ccccc1)c1nnc(N)s1 (centres undefined) do in these assays?
OX1R antag-1: -5; OX1R antag-2: 4

Fetched one by one from the entries so far (three):
What do the screens show for `Cc1ccc(OCc2cc(C(=O)N3CCC(C(O)C(C)C)CC3)no2)cc1C` (centres undefined)?
OX1R antag-1: -3; OX1R antag-2: 13

How did S=C1NNC2(NN1)C1CC3CC(C1)CC2C3 do in these assays?
OX1R antag-1: -12; OX1R antag-2: 38

Results for COc1ccc(OCC(=O)OC2CCN(C)CC2)cc1 ?
OX1R antag-1: -6; OX1R antag-2: 22

High-throughput results deposited in PubChem by The Scripps Research Institute Molecular Screening Center.
